Source: PubChem
NOD1 inhibition – NOD1 signaling inhibitors, primary screen, cell-based, luminescence, uHTS (AID 1578); inhibition, % at 4 µM, or EC50 in µM where a hit was titrated; NOD1-driven NF-kB luciferase reporter cells, luminescence; higher % means a stronger effect; 1% of 290,000 active; in the data active = inhibition mostly above about 36%, no sharp cut-off; inactive = mostly below about 34%;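 note: HEK-293T reporter cells stimulated with the NOD1 agonist gamma-tri-DAP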
HEK293 NOD2/NF-kB – NOD2 signaling inhibitors, cell-based, luminescence, uHTS, HEK293 (AID 1566); HEK293 NOD2/NF-kB luciferase reporter, luminescence; higher % means a stronger effect; inhibition, % at 4 µM, or EC50 in µM where a hit was titrated; 0.63% of 290,000 active; in the data active = inhibition above about 50%; note: many of its hits are not listed in these tables
Numbers without * were called inactive. Only part of the results is shown; rates above refer to the full screens.

SMILES	NOD1 inhibition	HEK293 NOD2/NF-kB
Cc1ccc(CN2CCNC(=O)C2CC(=O)N(C)C2CCOCC2)cc1 (centres undefined)	11%	-5%
Cc1ccccc1N1CCN(C2CCCN(C(=O)CCC(=O)N(C)C)C2)CC1 (centres undefined)	9%	-7%
Cc1nnc(SCC(=O)NNC(=O)c2ccc(Cl)cc2)s1	-5%	6%
CCC(c1nnc(SCC(=O)Nc2ccc(C(N)=O)cc2)n1Cc1ccccc1)N(C)C (centres undefined)	-27%	0%
O=C(CSc1n[nH]c(-c2cccnc2)n1)Nc1cccc(Cl)c1	24%	40%
CCc1ccc(OCCCCN(C)Cc2ccccc2)cc1	-16%	-29%
CCOC(=O)c1ccccc1NC(=O)CSc1nc2ccncc2[nH]1	-31%	5%
O=C1NC2=C(C(=O)CCC2)C(c2ccc([N+](=O)[O-])cc2)N1 (centres undefined)	-19%	2%
COc1ccc(CNCCC2(O)CC(C)N(C)CC2C)cc1OC (centres undefined)	-10%	11%
CCCCC(=O)Nc1nnc(CCc2ccccc2)s1	-24%	11%
COc1ccc(CCNC(=O)c2cc3c(=O)n4ccccc4nc3n(CCCN3CCOCC3)c2=N)cc1	-34%	-10%
COc1cccc(NC(=O)NCCCCc2ccccc2)c1	-26%	-24%
O=C(NC12CC3CC(CC(C3)C1)C2)c1ccco1	-26%	-2%
COc1ccc(NC(=S)N2CCN(S(=O)(=O)c3ccc(F)cc3)CC2)cc1	-24%	6%
Fc1ccccc1CNC(=S)NC1CCCCC1	-37%	2%
O=C(NC(=S)NNC(=O)c1ccccc1O)c1ccc([N+](=O)[O-])cc1	4%	41%
C=CCN1CC(=O)N2C(C)c3[nH]c4ccccc4c3C[C@H]2C1=O (some centres undefined)	-14%	-4%
CCOc1ccc(S(=O)(=O)N2CCC(C(=O)NCc3ccncc3)CC2)cc1Cl	-20%	0%
COc1ccc(-c2ocnc2C(=O)Nc2ccc(N3CCOCC3)cc2N2CCOCC2)cc1OC	-18%	32%
Cc1ccc(S(=O)(=O)N2CCN(C(=O)C(C)Cn3cncn3)CC2)cc1 (centres undefined)	14%	21%
COc1ccccc1C(=O)NN(C)C1=NS(=O)(=O)c2ccccc21	-13%	2%
Cc1ccc(C(=O)NC2CCCCC2)cc1S(=O)(=O)N1CCCC1	-11%	-2%
NCc1ccc(-c2nc3ccccc3o2)cc1	-33%	-20%
COc1ccc(CN2CCC(n3nccc3NC(=O)c3cccc(F)c3)CC2)cc1O	4%	2%
COc1ccc(C(=O)Nc2ccccc2)cc1NC(=O)c1ccc([N+](=O)[O-])cc1	-11%	17%
COCCn1cc(-c2csc(N)n2)c2ccccc21	-30%	13%
Cc1ccc(Cl)cc1N1CCN(S(=O)(=O)c2ccc3c(c2)NC(=O)C(C)C(=O)N3)CC1 (centres undefined)	20%	11%
COc1ccc(/C=N/Nc2cc(N3CCOCC3)nc(C)n2)c(OC)c1	1%	0%
COC(=O)/C(=C\c1cccnc1)NC(=O)c1ccc(OCc2ccccc2)cc1	9%	17%
CCOC(=O)N1CCN(C(=O)c2ccc(CS(=O)Cc3ccccc3Cl)o2)CC1 (centres undefined)	-2%	16%
CCOC(=O)C1CCCN(C(=O)c2ccc3nc(-c4cccc(OC)c4)oc3c2)C1 (centres undefined)	-38%	-64%
CCCN1CCN(CCCNC(=O)c2ccc3nc(N4CCC(C)CC4)sc3c2)CC1	-34%	-153%
Cc1ccc(C)c(NC(=O)C(C)N2C(=O)c3ccccc3C2=O)c1 (centres undefined)	-5%	-2%
CC(Oc1cc2oc(=O)c3c(c2cc1Cl)CCC3)C(=O)NCCN1CCOCC1 (centres undefined)	-20%	11%
O=C(CSc1ccccc1)N1CCN(S(=O)(=O)c2ccccc2)CC1	-12%	-5%
Cc1cccc(OCc2nnc(SCCC(=O)O)n2-c2ccccc2)c1	-3%	14%
Cc1ccc(N2C(=O)CC(Cc3ccc(Cl)cc3)C2=O)cc1 (centres undefined)	0%	11%
Cc1cc(C)c(OCC(=O)N(Cc2ccccc2)C2CCS(=O)(=O)C2)c(C)c1 (centres undefined)	-41%	1%
O=C(O)CCCC(=O)Nc1ccc2c(c1)oc1ccccc12	-13%	11%
Cc1nc2ccccc2cc1C(=O)N(C)Cc1ccccc1	-20%	18%

In the list so far, three contain two or more sulfur atoms:
SMILES	NOD1 inhibition	HEK293 NOD2/NF-kB
Cc1nnc(SCC(=O)NNC(=O)c2ccc(Cl)cc2)s1	-5%	6%
COc1ccc(NC(=S)N2CCN(S(=O)(=O)c3ccc(F)cc3)CC2)cc1	-24%	6%
O=C(CSc1ccccc1)N1CCN(S(=O)(=O)c2ccccc2)CC1	-12%	-5%

Quoted at random: four records from the list.
SMILES	NOD1 inhibition	HEK293 NOD2/NF-kB
Cc1ccc(Cl)cc1N1CCN(S(=O)(=O)c2ccc3c(c2)NC(=O)C(C)C(=O)N3)CC1 (centres undefined)	20%	11%
Cc1ccc(CN2CCNC(=O)C2CC(=O)N(C)C2CCOCC2)cc1 (centres undefined)	11%	-5%
COc1ccc(NC(=S)N2CCN(S(=O)(=O)c3ccc(F)cc3)CC2)cc1	-24%	6%
NCc1ccc(-c2nc3ccccc3o2)cc1	-33%	-20%

(cont.)
SMILES	NOD1 inhibition	HEK293 NOD2/NF-kB
O=C(Nc1cc(Cl)cc(Cl)c1)C1CCCC1	0%	16%
Cc1ccc(/C=C2\SC(=S)N(CCCC(=O)Nc3ccccc3C(=O)O)C2=O)cc1	27%	28%
Cc1ccc(-n2nc3c(=O)n(CCCC(=O)NCc4ccccc4C)nc(C)c3c2C)cc1	23%	32%
S=c1nc2ccccc2c2nc(-c3ccccc3Cl)[nH]n12	-1%	-67%
Cc1c(O)ccc2c(CN3CCN(Cc4ccccc4)CC3)cc(=O)oc12	-5%	26%
CCS(=O)(=O)N1Cc2ccccc2CC1C(=O)N(C)Cc1ccc(OC)c(F)c1 (centres undefined)	-20%	5%
O=C(COc1ccc2ccc(=O)oc2c1)NC(Cc1ccc(Cl)cc1)C(=O)O (centres undefined)	-26%	16%
O=C(Nc1ccc(Cl)cc1Cl)Nn1cnnc1	-33%	-7%
COc1ccc(S(=O)(=O)c2c(O)c3ccc(C(=O)Nc4ccccc4F)cc3[nH]c2=O)cc1	22%	20%
O=C(/C=C/c1c(F)cccc1Cl)Nc1ccc(S(=O)(=O)Nc2ncccn2)cc1	0%	-21%
O=C(CSc1nnc(CNC(=O)c2ccc(F)cc2)o1)c1ccccc1	-12%	11%
Cc1ccc(N(C)/N=C/c2ccc(Cl)cc2Cl)nn1	-10%	-22%
COc1ccccc1C(=O)NC1CCSc2ccccc21 (centres undefined)	-25%	-4%
COC(=O)c1cc(-c2ccc(OC)cc2)nc2nc(SC)[nH]c(=O)c12	-14%	-20%
CC(C)[C@H](NC(=O)[C@@H]1Cc2ccccc2CN1)C(=O)NC1CCCCC1	-12%	6%
O=C(NCCc1ccccc1)c1cccc(Br)c1	-49%	-51%
Cc1ccc(SCC(=O)Nc2nnc(C(C)(C)C)s2)cc1	-17%	17%
COC(=O)c1cc(S(=O)(=O)N2CCCC(C)C2)cn1C (centres undefined)	1%	24%
Cc1cccc(C)c1NC(=O)CCCn1nc(C)c2c(C)n(-c3ccccc3)nc2c1=O	-2%	18%
CCc1ccccc1NC(=S)Nc1cc(OC)c(NC(=O)C(C)C)cc1OC	-14%	6%

Single records, from the list above:
O=C(NC12CC3CC(CC(C3)C1)C2)c1ccco1 is entered as NOD1 inhibition: -26%; HEK293 NOD2/NF-kB: -2%
CCOC(=O)c1ccccc1NC(=O)CSc1nc2ccncc2[nH]1 is entered as NOD1 inhibition: -31%; HEK293 NOD2/NF-kB: 5%

New compounds follow
SMILES	NOD1 inhibition	HEK293 NOD2/NF-kB
CCN(CC)C(=O)Cn1cc(S(=O)(=O)CC(=O)Nc2cc(OC)ccc2OC)c2ccccc21	-8%	14%
CCN(CC)c1ccc(NC(=O)CN(C)Cc2cccs2)cc1	-25%	-18%
COc1ccccc1N1CCN(C(=O)C2CCN(C(=O)c3ccccc3C)CC2)CC1	-14%	7%
COCCNC(=O)Cn1c(=O)n(CCCC(=O)NCc2ccc3c(c2)OCO3)c(=O)c2sccc21	-40%	5%
COc1ccc(C(C)(C)C)cc1NC(=O)c1ccc2ncsc2c1	-10%	14%
CCCc1nnc(NC(=O)CCC(=O)N2CCN(Cc3ccccc3)CC2)s1	11%	18%
CCc1cc(C(=O)c2ccc(OC)cc2)c(NC(=O)COCC(=O)O)s1	-16%	18%
CCOc1cc(/C=N/N2CCN(Cc3ccccc3)CC2)ccc1O	-8%	2%
O=C(NNC(=O)c1ccc(S(=O)(=O)N2CCCCC2)cc1)c1ccccc1	-6%	10%
COc1ccccc1C1C(C(=O)c2ccco2)=C(O)C(=O)N1c1cc(C)on1 (centres undefined)	-10%	23%
O=C(C1CCCN(Cc2ccccc2[N+](=O)[O-])C1)N1CCCCC1 (centres undefined)	-3%	12%
Cc1cccc(N2CCN(C(=O)c3cccc(N4CCCC4=O)c3)C(C)C2)c1 (centres undefined)	-11%	-20%
CCN1CCN(C(=O)CSc2ccc(C)cc2)CC1	12%	-8%
COC(=O)C(Cc1c[nH]c2ccccc12)NC(=O)C1CC1 (centres undefined)	-19%	-3%
Cc1ccc2oc(C(=O)N3CCC(C(N)=O)(N4CCCCC4)CC3)c(C)c2c1	-26%	9%
CCc1ccccc1NC(=O)CCOc1ccccc1	-9%	15%
CCc1ccc2[nH]c(C(=O)Nc3ccc(C)c(F)c3)cc2c1	-14%	-18%
COc1cc(C)c(Br)cc1S(=O)(=O)NCc1cccs1	-15%	-11%
CSCCC(NC(=O)c1ccccc1)C(=O)N1CCN(C(c2ccccc2)c2ccccc2)CC1 (centres undefined)	-12%	-2%
O=C(N/N=C/c1cc(Cl)cc([N+](=O)[O-])c1O)C(O)(c1ccccc1)c1ccccc1	-42%	14%
CC1CCN(C(=O)C2CCCN2S(=O)(=O)c2ccc(Cl)cc2)CC1 (centres undefined)	-12%	5%
O=C(C1CCC(CNS(=O)(=O)c2cccs2)CC1)N1CCN(c2ccc(F)cc2)CC1 (centres undefined)	-1%	42%
Cc1ccc(C(=O)OC(C)C(=O)NCc2ccc3c(c2)OCO3)cc1S(=O)(=O)N1CCOCC1 (centres undefined)	-28%	4%
O=C(COc1ccc(Br)cc1)Nc1ccc(NC(=O)c2ccccc2)cc1	15%	17%
CC1CCN(CCNC(=O)C2CCN(S(=O)(=O)c3cccc4nsnc34)CC2)CC1	21%	-1%
Cc1ccc(NS(=O)(=O)c2c(C(=O)N3CCCCCC3)c(C)n(C)c2C)cc1C	-4%	25%
CSCC(=O)N1CCC(n2nccc2NC(=O)CCCc2ccccc2)CC1	-35%	-7%
COc1ccc(C(=O)N(C)CC(O)c2ccccc2)cc1OC1CCN(C(C)=O)CC1 (centres undefined)	10%	8%
O=C(NCC1CCOCC1)C1CCC(=O)N(Cc2cccc(C(F)(F)F)c2)C1 (centres undefined)	-27%	3%
COc1cc(NC(=O)NCCN2CCN(c3ccccc3)CC2)cc(OC)c1OC	-12%	13%
